High-throughput results from PubChem BioAssay.
iPSC survival up = hiPSC single-cell survival enhancement; AID 602274; survival enhancement, % at 20 µM; actives 0.044% (n = 360,000); ATPlite luminescence; 100% = ROCK inhibitor wells, 0% = DMSO; in the data active means survival enhancement above about 18%;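 further: cells exposed to compounds for 16 hours before the ATP read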
m5-HT2A agonist = agonists of mouse serotonin 5-HT2A receptor (HTR2A). activation, % at 7.6 µM. P35363. actives 0.66% (n = 360,000). CHO-K1 mHTR2A beta-arrestin complementation, luminescence; percent of 30 µM serotonin response;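 active means activation above a run cutoff, the mean activation of all tested compounds plus 3 SD, cut at about 14% in these data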;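 further: 0% = plate median of compound wells and 100% = 30 µM serotonin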
Target sequence (P35363 whole entry, looked up): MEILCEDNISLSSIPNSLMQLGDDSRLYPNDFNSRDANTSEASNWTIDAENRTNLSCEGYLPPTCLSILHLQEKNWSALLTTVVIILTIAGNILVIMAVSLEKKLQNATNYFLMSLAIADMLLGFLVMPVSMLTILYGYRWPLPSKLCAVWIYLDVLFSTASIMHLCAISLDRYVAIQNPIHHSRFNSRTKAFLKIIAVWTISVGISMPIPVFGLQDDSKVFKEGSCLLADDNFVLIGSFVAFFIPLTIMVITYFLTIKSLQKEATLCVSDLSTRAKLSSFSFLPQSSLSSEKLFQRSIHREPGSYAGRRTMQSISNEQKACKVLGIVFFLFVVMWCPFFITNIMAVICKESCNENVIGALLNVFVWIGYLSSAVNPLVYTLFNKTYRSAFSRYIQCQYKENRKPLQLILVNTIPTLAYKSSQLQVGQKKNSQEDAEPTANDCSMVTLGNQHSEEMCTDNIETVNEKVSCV
CaV13 FRET inh = Primary screen for inhibitors of IQ motif and Ca2+-dependent inactivation inhibitor domain binding in CACNA1D, Förster resonance energy transfer in living cells, …; actives 0.098% (n = 340,000); AID 743397; inhibition, % at 12.3 µM; HEK cells, CFP/YFP FRET ICDI-IQ, plate reader, 10 min; percent FRET-ratio fall versus neutral wells;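 active means mean replicate inhibition of at least 30% and at least 1% of replicates passing that level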;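 further: 0% = median of the neutral control wells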
PDI turbidity = blocks human protein disulfide isomerase activity; inhibition, % at 10 µM; P07237; PDI insulin aggregation turbidity, A650, 90 min; actives 0.052% (n = 350,000);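 active means mean inhibition across replicates of 30% or more, whatever share of single replicates reach that level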;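 further: absorbance from insulin aggregation driven by PDI reduction with DTT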
Target sequence (P07237 whole entry, looked up): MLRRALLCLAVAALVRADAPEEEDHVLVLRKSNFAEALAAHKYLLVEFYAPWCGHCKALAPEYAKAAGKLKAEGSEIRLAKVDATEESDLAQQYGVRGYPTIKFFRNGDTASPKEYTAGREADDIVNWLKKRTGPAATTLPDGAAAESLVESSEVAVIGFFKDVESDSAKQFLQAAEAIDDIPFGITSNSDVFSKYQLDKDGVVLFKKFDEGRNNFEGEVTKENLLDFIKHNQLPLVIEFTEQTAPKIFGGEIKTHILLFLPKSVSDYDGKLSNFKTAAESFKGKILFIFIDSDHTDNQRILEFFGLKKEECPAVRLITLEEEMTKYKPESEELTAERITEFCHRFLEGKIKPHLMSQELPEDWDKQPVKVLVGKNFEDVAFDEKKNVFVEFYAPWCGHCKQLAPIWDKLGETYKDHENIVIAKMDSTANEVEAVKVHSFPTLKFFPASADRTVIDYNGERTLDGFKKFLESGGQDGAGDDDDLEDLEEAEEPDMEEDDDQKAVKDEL
H9c2 protect = myocardial damage modulation in H9c2 cells; H9c2 cardiomyocytes, H2O2 injury protection, ATPLite, 2 h; protection from H2O2 cell death, % at 20 µM; actives 0.63% (n = 360,000); AID 588492;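 active means compounds giving at least 50% protection of heart cells from peroxide-induced death in the single-dose screen, raw or plate-pattern-corrected value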;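 further: 0% = DMSO wells with peroxide and 100% = DMSO wells without peroxide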
Shn3 inh set2 = inhibitors of Schnurri-3 3'UTR reporter in osteoblasts; actives 0.52% (n = 360,000); inhibition, % at 12.5 µM; Clone20 osteoblast Shn3 3'UTR firefly luciferase, 24 h;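 active means mean inhibition of at least 75% with every replicate also reaching 75%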;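 further: 0% = median of neutral control wells and 100% = pilot-screen positive control compound; some compounds past the cut are filed as inactive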
Peg3 prom inh = Peg3 promoter activity inhibition; HeLa PEG-Prom luciferase reporter, luminescence, overnight; inhibition, % at 20 µM; actives 1.7% (n = 360,000); AID 588405;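 active means inhibition of at least 50% at 20 µM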
NR2E3 ag-1 = agonists of human nuclear receptor NR2E3; actives 0.12% (n = 320,000); AID 2300; GST-NR2E3/biotin-RetCOR TR-FRET, 1536-well; inhibition of corepressor binding, % at 4.78 µM; Q9Y5X4;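 active means percent inhibition above the cutoff of mean plus 3 SD of all tested compounds, set per screening campaign, cut at about 20% in these data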;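 further: 0% = DMSO wells and 100% = biotin wells as full block of FRET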
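System: GST-tagged NR2E3 plus biotinylated RetCOR corepressor; Buffer or medium: pH 7.5 Tris-based buffer; Probe or stimulus: RetCOR corepressor, biotinylated, 7 nM; Doses: compound at 4.8 µM, single dose; Schedule: 5 h incubation at 4 °C; Technique: time-resolved FRET; Evaluation: percent inhibition of TR-FRET ratio; Replication: one well per compound, singlicate testing.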
HIF-2a inh = HIF-2a inhibition. 786-0 RCC cells HIF-2a reporter, luciferase luminescence, overnight. inhibition, % at 18.8 µM. actives 0.72% (n = 360,000);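 active means inhibition of the luminescence signal of 40% or more relative to plate controls, in a single-dose primary screen at 18.75 µM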
NR2E3 ag-2 = agonists of human NR2E3 nuclear receptor | Q9Y5X4 | CHO-S Gal4-NCOR/VP16-NR2E3 two-hybrid, luciferase | inhibition of corepressor binding, % at 3.98 µM | actives 0.35% (n = 360,000) | AID 602229;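 active means inhibition above the mean of all tested compounds plus 3 SD, cut at about 70% in these data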;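 further: 0% = DMSO with NR2E3 transfected cells and 100% = cells lacking NR2E3 construct; higher means lower luciferase signal from less NR2E3 corepressor binding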
TRPM1 prom inh = MITF TRPM1 promoter inhibition in SK-MEL-5 cells; SK-MEL-5 TRPM1 promoter luciferase, 24 h; inhibition, % at 12.5 µM; actives 0.83% (n = 330,000);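 active means mean inhibition across replicates of 60% or more, whatever share of single replicates reaches that level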; further: values of inactives mirror those of a sister screen read the other way
Active calls of the source: *; nt = no result given.

Sample of the layout (four entries):
SMILES	iPSC survival up	m5-HT2A agonist	CaV13 FRET inh	PDI turbidity	H9c2 protect	Shn3 inh set2	Peg3 prom inh	NR2E3 ag-1	HIF-2a inh	NR2E3 ag-2	TRPM1 prom inh
CC(=O)Nc1ccc(S(=O)(=O)N2CCC(NC(=O)c3ccccc3)CC2)cc1	0.6	6	0	13	12	-6	-1	2	25	-7	-4
Cc1cc(C(=O)CSc2nnnn2-c2ccc(O)cc2)c(C)n1C	0.8	4	-7	14	16	-20	-88	0	-143	-38	-22
CCc1ccc(N2CC(C(=O)Nc3ccccc3N3CCCC3)CC2=O)cc1 (configuration not stated)	-2.1	-3	-6	3	-3	12	13	nt	9	16	nt
Cc1sc2ncnc(N3CCOCC3)c2c1C	-1.2	2	-7	11	1	3	6	6	5	-31	-12

Main list, repeating the preview:
SMILES	iPSC survival up	m5-HT2A agonist	CaV13 FRET inh	PDI turbidity	H9c2 protect	Shn3 inh set2	Peg3 prom inh	NR2E3 ag-1	HIF-2a inh	NR2E3 ag-2	TRPM1 prom inh
CC(=O)Nc1ccc(S(=O)(=O)N2CCC(NC(=O)c3ccccc3)CC2)cc1	0.6	6	0	13	12	-6	-1	2	25	-7	-4
Cc1cc(C(=O)CSc2nnnn2-c2ccc(O)cc2)c(C)n1C	0.8	4	-7	14	16	-20	-88	0	-143	-38	-22
CCc1ccc(N2CC(C(=O)Nc3ccccc3N3CCCC3)CC2=O)cc1 (configuration not stated)	-2.1	-3	-6	3	-3	12	13	nt	9	16	nt
Cc1sc2ncnc(N3CCOCC3)c2c1C	-1.2	2	-7	11	1	3	6	6	5	-31	-12
O=C(NC(Cc1ccccc1)C(=O)O)/C(=C/c1ccccc1)NC(=O)c1cccc(Br)c1 (configuration not stated)	1.5	2	2	-10	-7	11	7	1	17	6	12
CCn1c(=O)c2sccc2n(Cc2cc(C(=O)OC)ccc2OC)c1=O	-0.3	8	-2	0	9	2	-6	-3	20	8	8
CCN(CC)c1ccc(/C=N/NC(=O)CN2CCCc3ccccc32)cc1	-0.4	-4	-5	-3	-12	-13	14	5	9	-31	15
COc1ccccc1NC(=O)CN(C)S(=O)(=O)c1ccc(F)cc1	-0.8	3	nt	25	-2	-4	12	0	8	-21	4
O=C(CSc1nnc(-c2ccc(Cl)cc2)o1)NNC(=O)c1ccncc1	1.5	-15	-5	14	-3	-3	-6	2	6	8	3
CC1CCN(C(=O)CCc2nnc(-c3ccccc3)o2)CC1	2.0	0	-4	-5	3	-20	-213	1	-201	-61	-21
O=C(/C=C/c1cc([N+](=O)[O-])ccc1OC(F)F)Nc1cccc2ccccc12	1.5	0	-3	-4	-4	10	16	1	13	-16	2
O=C(c1ccc(Cl)c(Cl)c1)N1CCC(=O)N(C(COCc2ccc(Cl)cc2)Cc2ccccc2)CC1 (configuration not stated)	-0.9	-4	-10	4	2	13	24	2	16	-18	1
CCN(CC)c1c([N+](=O)[O-])c(=O)oc2ccccc12	-1.4	6	8	0	7	-8	-1	3	24	16	6
O=C1C=C(NNC(=O)c2ccncc2)CC(c2ccccc2)C1 (configuration not stated)	2.4	-3	-11	-22	20	10	8	-1	15	0	5
O=C(c1ccc(N2CCCC2)c([N+](=O)[O-])c1)N1CCN(c2ccccn2)CC1	-0.4	1	-7	-2	-1	-8	5	0	-11	-5	5
O=C(O)c1cnnc2ccccc12	0.9	3	-5	-12	2	-10	-7	nt	4	-26	15
CCN(C(=O)c1cc(S(=O)(=O)N2CCCC2)ccc1C)C1CCS(=O)(=O)C1 (configuration not stated)	0.8	1	-6	-6	4	-6	-2	2	11	-26	4
CSc1cnc2c(=O)n(C)c(=O)[nH]c2n1	-1.3	-1	-2	-7	13	-13	-72	0	20	15	19
COC(=O)[C@@]1(Sc2ccc(C)cc2)CC(=O)N(c2ccc3c(ccn3C)c2)[C@@H]1c1ccccc1	-0.5	4	-7	nt	nt	nt	nt	nt	-15	-14	nt
Cn1cccc1/C=N/n1c(-c2ccco2)n[nH]c1=S	-0.7	8	-5	-6	-2	0	-1	2	19	-9	2
Cc1cccc(C)c1NC(=O)CNC(=O)c1ccccc1	-0.6	5	-5	-12	9	18	4	-2	14	-15	11
CCc1nc2ccccc2c(C(=O)OCCN2C(=O)c3ccccc3C2=O)c1C	0.2	-1	-5	14	25	9	18	-1	10	-18	10
O=C(c1cccnc1)N1CCN(Cc2cccc(F)c2)CC1	3.7	-1	nt	2	8	-14	-3	-3	6	-1	3
Cc1ccc(SCC(=O)Nc2ccc(N3CCOCC3)cc2)cc1C	0.7	-3	-5	14	-5	-19	0	1	-1	4	nt
c1cnc(Nc2nc(-c3ccc4ccccc4c3)cs2)nc1	-2.7	-3	-5	-19	2	-94	-208	-4	-338	-69	-108
CCCc1ccc2c(C(F)(F)F)cc(C(F)(F)F)cc2n1	2.7	3	-10	nt	8	-24	-14	nt	4	-25	nt
COc1cccc(CNC(=O)C2=C(C)C(=O)OC23CCC(C)CC3)c1 (configuration not stated)	1.4	1	-6	4	2	-16	5	0	3	-2	0
O=C(CSc1nc2ccccc2s1)N1CCCCC1	-0.1	3	-8	6	3	-82	-243	-1	-290	-85	-75
COc1ccc(C2CC(c3ccc(OC)cc3)n3nc(NC(=O)c4cccs4)nc3N2)cc1 (configuration not stated)	-3.0	-2	-6	14	6	-3	19	0	22	0	-1
COc1cc(C)c(Cl)cc1S(=O)(=O)n1cnc2ccccc21	2.8	1	-8	9	6	-24	24	2	-14	16	-2
Brc1ccc(-c2noc(-c3ccccc3)n2)o1	-0.4	-3	-15	-2	-9	-79	-291	3	-250	-82	-39
CCn1cc(C(=O)NCC2CCCO2)c(=O)c2cc(S(=O)(=O)N(C)C)ccc21 (configuration not stated)	4.9	2	5	nt	7	-10	-1	-3	6	-29	nt
N#Cc1ccc(C(=O)OCC(=O)Nc2cccc(S(=O)(=O)N3CCCCC3)c2)cc1	0.7	-3	-7	7	-11	10	4	2	9	-16	-2
COc1ccc(C(=O)N2CCC(n3nccc3NC(=O)C3CC3)CC2)cc1F	-0.2	8	-6	-5	-1	12	1	-4	-2	12	-5
COCc1cc(C)nc(OCC(=O)N/N=C/c2ccc(O)cc2)c1C#N	2.6	2	-3	5	-1	-2	5	-3	8	-38	-9
CC1(C)CC2(OC2c2ccccc2[N+](=O)[O-])C(=O)c2ccccc21 (configuration not stated)	-1.8	-4	-9	-5	-11	15	19	nt	24	-16	nt
Cc1c(Cl)c([N+](=O)[O-])nn1CCCC(=O)Nc1cccc(Cl)c1Cl	-0.1	2	-10	3	5	-3	2	-1	19	-7	-8
N#CCCN(Cc1ccccc1)C(=O)c1nccnc1C(=O)O	0.3	-6	-4	-2	12	4	-3	1	5	-31	3
Cc1cccc(Cc2ccc(Cl)nn2)c1	-1.8	-3	-8	1	-1	4	-1	1	7	-17	-4
COc1ccc(CCNC(=O)Cn2ccc3cc(S(=O)(=O)N4CCCC4)ccc32)cc1OC	-0.4	3	-5	-15	-1	5	1	2	7	-29	5
C=CCNc1nc(-c2ccc(O)c(C(N)=O)c2)cs1	9.9	-2	-1	-3	10	-29	-120	-1	-102	-32	-55
CCOc1ccc(OCCCCn2ccnc2)cc1	0.4	1	-5	11	-3	-8	-13	0	-14	-12	2
Cc1cc(C(=O)CSc2nncs2)c(C)n1-c1c(C)n(C)n(-c2ccccc2)c1=O	-1.2	-2	-5	-2	3	-2	5	2	-33	-7	5
COc1ccc(C(=O)CSc2nnc(-c3ccc(C)cc3)o2)cc1	2.3	4	-4	0	-3	13	8	1	6	-17	2
Cc1ccc2[nH]c(=O)c(CN(CCCN3CCOCC3)C(=O)Nc3cccc(Cl)c3)cc2c1	1.2	-5	-5	9	34	-12	13	4	10	-20	-11
COc1ccccc1C(=O)N(Cc1ccccc1)c1ccc(C)cc1	0.2	0	-5	0	3	9	31	1	4	-29	12
CCOc1ccc(CN(C)C(=O)CN2C(=O)NC3(CCCc4ccccc43)C2=O)cc1 (configuration not stated)	-3.4	3	-5	-19	-10	20	-2	3	14	13	13
CN1CCN(C(=O)c2ccc(-c3cnc4cccnn34)cc2)CC1	4.2	-3	-7	6	1	10	-5	nt	-16	11	nt
COc1ccc(NS(=O)(=O)c2cc(C)ccc2C)cc1	0.3	0	nt	5	-33	9	39	2	20	-55	7
Cn1cccc1Cc1nnc(SCC(=O)NCC2CCCO2)n1CCc1ccccc1 (configuration not stated)	-1.8	2	-9	-1	5	1	17	1	4	12	0
Cc1ccc(C)n1CCN1CCN(S(=O)(=O)c2ccc(F)cc2F)CC1	0.3	4	-4	1	-7	-10	-12	2	7	-16	-3

Retrieved by compound from above:
SMILES	iPSC survival up	m5-HT2A agonist	CaV13 FRET inh	PDI turbidity	H9c2 protect	Shn3 inh set2	Peg3 prom inh	NR2E3 ag-1	HIF-2a inh	NR2E3 ag-2	TRPM1 prom inh
COc1ccc(C(=O)CSc2nnc(-c3ccc(C)cc3)o2)cc1	2.3	4	-4	0	-3	13	8	1	6	-17	2
CCOc1ccc(OCCCCn2ccnc2)cc1	0.4	1	-5	11	-3	-8	-13	0	-14	-12	2
C=CCNc1nc(-c2ccc(O)c(C(N)=O)c2)cs1	9.9	-2	-1	-3	10	-29	-120	-1	-102	-32	-55
Cc1cc(C(=O)CSc2nncs2)c(C)n1-c1c(C)n(C)n(-c2ccccc2)c1=O	-1.2	-2	-5	-2	3	-2	5	2	-33	-7	5
